Assay outcomes as filed in PubChem.
HIF-2a inh: blocks HIF-2a reporter activity; 786-0 RCC cells HIF-2a reporter, luciferase luminescence, overnight; inhibition, % at 18.8 µM; hit rate 0.72% among 360,000;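 active = inhibition of the luminescence signal of 40% or more relative to plate controls, in a single-dose primary screen at 18.75 µM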
NR2E3 ag-1: agonists of human NR2E3 nuclear receptor; Q9Y5X4; CHO-S Gal4-NCOR/VP16-NR2E3 two-hybrid, luciferase; inhibition of corepressor binding, % at 3.98 µM; hit rate 0.35% among 360,000; AID 602229;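 active = inhibition above the mean of all tested compounds plus 3 SD, cut at about 70% in these data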;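 note: 0% = DMSO with NR2E3 transfected cells and 100% = cells lacking NR2E3 construct; higher means lower luciferase signal from less NR2E3 corepressor binding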
Target sequence (Q9Y5X4 whole entry, looked up, the tested form may be a part): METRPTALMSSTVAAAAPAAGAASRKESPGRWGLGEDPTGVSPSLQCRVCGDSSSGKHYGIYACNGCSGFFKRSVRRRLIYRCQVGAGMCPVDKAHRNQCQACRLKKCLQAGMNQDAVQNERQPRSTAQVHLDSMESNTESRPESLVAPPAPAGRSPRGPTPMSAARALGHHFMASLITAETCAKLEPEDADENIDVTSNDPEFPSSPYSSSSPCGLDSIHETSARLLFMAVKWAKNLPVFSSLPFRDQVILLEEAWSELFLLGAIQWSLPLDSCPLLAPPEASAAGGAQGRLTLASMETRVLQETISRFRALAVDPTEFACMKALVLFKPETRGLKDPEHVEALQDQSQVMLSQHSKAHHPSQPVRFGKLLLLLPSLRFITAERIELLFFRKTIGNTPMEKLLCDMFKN
Shn3 3UTR inh: Schnurri-3 reporter inhibition in Clone20 osteoblasts; hit rate 0.52% among 360,000; AID 588674; Clone20 osteoblast Shn3 3'UTR firefly luciferase, 24 h; inhibition, % at 12.5 µM;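 active = mean inhibition of at least 75% with every replicate also reaching 75%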;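 note: 0% = median of neutral control wells and 100% = pilot-screen positive control compound; some compounds past the cut are filed as inactive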
EBV LMP1 NFkB: Epstein-Barr LMP1 NF-kappaB reporter inhibition; LMP1-induced NF-kappaB luciferase reporter cells, luminescence; inhibition, % at 12.5 µM; hit rate 0.69% among 350,000; AID 504558; in the data active = inhibition above about 41%;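 note: 0% = neutral control wells and 100% = reference inhibitor control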
C8 TRAIL sens: caspase-8 TRAIL sensitization; NB7+C8 cells + TRAIL, ATPlite viability luminescence; inhibition (viability loss, TRAIL sensitization), % at 10 µM; hit rate 1% among 360,000;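 active = compounds causing at least 50% loss of cell viability in the single-dose screen, relative to plate controls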
KKLEB tox: counter-screen for CF NF-kB inhibitors: cytotoxicity. hit rate 0.36% among 360,000. AID 602141. KKLEB CF airway cells viability, ATPlite luminescence, overnight; stronger effect = lower value; cells stimulated with P. aeruginosa culture filtrate. activity change (cytotoxicity), % at 5 µM;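 active = corrected activity change at or below -50% at 5 µM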
CF NFkB block: cystic fibrosis NF-kB activation inhibition. AID 588850. inhibition, % at 5 µM. KKLEB NF-kB-GFP reporter, PAF-induced, GFP fluorescence overnight. hit rate 0.86% among 360,000;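 active = at least 50% inhibition at 5 µM, scaled per plate between neutral and stimulator controls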;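 note: PAF is a Pseudomonas aeruginosa culture filtrate used as stimulus; plate controls were PAF-stimulated DMSO wells for no effect and unstimulated DMSO wells for full effect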
Peg3 prom inh: reduces Peg3 promoter-driven luciferase expression in HeLa. HeLa PEG-Prom luciferase reporter, luminescence, overnight. inhibition, % at 20 µM. hit rate 1.7% among 360,000;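 active = inhibition of at least 50% at 20 µM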
hiPSC survival: enhancers of human iPSC single-cell survival | hiPSC single-cell survival, ATPlite luminescence; 100% = ROCK inhibitor wells, 0% = DMSO | survival enhancement, % at 20 µM | hit rate 0.044% among 360,000; in the data active = survival enhancement above about 18%;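 note: cells exposed to compounds for 16 hours before the ATP read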
MITF TRPM1 inh: inhibitors of MITF-driven TRPM1 promoter in melanoma cells. SK-MEL-5 TRPM1 promoter luciferase, 24 h. inhibition, % at 12.5 µM. hit rate 0.83% among 330,000;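 active = mean inhibition across replicates of 60% or more, whatever share of single replicates reaches that level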; note: values of inactives mirror those of a sister screen read the other way
NR2E3 ag-2: NR2E3 (human) agonism; hit rate 0.12% among 320,000; inhibition of corepressor binding, % at 4.78 µM; AID 2300; Q9Y5X4; GST-NR2E3/biotin-RetCOR TR-FRET, 1536-well;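 active = percent inhibition above the cutoff of mean plus 3 SD of all tested compounds, set per screening campaign, cut at about 20% in these data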;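 note: 0% = DMSO wells and 100% = biotin wells as full block of FRET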
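Material: NR2E3–RetCOR corepressor complex | Quantity: 1.35 nM GST-tagged NR2E3 final | Schedule: 5 h at 4 °C | Replication: Singlicate compound wells | Reagent: RetCOR corepressor, biotinylated, 7 nM | Controls: Biotin wells as high control, 0.6% DMSO wells as low control | Signal: TR-FRET, Eu(K)-anti-GST donor, streptavidin-D2 acceptor, ex 340, em 617/671 nm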
Starred values were filed as active, the others as inactive; / = no result given. These rows are one share of the data; count on the stated rates, not on these rows.

smiles	HIF-2a inh	NR2E3 ag-1	Shn3 3UTR inh	EBV LMP1 NFkB	C8 TRAIL sens	KKLEB tox	CF NFkB block	Peg3 prom inh	hiPSC survival	MITF TRPM1 inh	NR2E3 ag-2
Cc1c(C2(O)CCCCC2)[nH]c2ccc(C(F)(F)F)cc12	-88	-3	31	16	24	7	2	-28	1.1	-5	/
O=c1oc(-c2ccc([N+](=O)[O-])cc2)nc2ccc(O)cc12	4	-5	-12	5	6	9	-22	18	0.6	-7	7
CCN(CC)CC(=O)Nc1ccc(C)cc1Br	-125	5	-28	-15	4	-5	-7	-69	-4.3	-36	0
CCC(C)(C)NC(=O)Nc1cc(Cl)ccc1OC	18	5	-7	-6	-7	-3	1	9	1.9	-2	1
Cc1cc(NS(=O)(=O)c2ccc(NC(=O)C(CC(C)C)N3C(=O)c4ccccc4C3=O)cc2)nc(C)n1 (centres undefined)	17	-7	-6	3	-4	7	3	8	-0.1	8	4
Cc1csc(NC(=O)C2CCCN(S(=O)(=O)c3ccc(Br)s3)C2)n1 (centres undefined)	3	-31	6	0	11	15	-10	16	-2.5	4	-3
Cc1cc(=O)n(CC=C(Cl)Cl)c2ccccc12	23	-19	-19	-10	2	-5	-12	0	2.8	-4	0
Cc1ccc(S(=O)(=O)N2CCC(C(=O)OCc3c(C)noc3C)CC2)cc1C	15	-7	7	4	-3	8	14	17	-0.4	5	-3
C=CC[N+]1(CC#CCOC(c2ccccc2)c2ccccc2)CCOCC1	-3	-26	-8	6	-13	2	8	15	0.1	0	1
O=C(COC(=O)CSc1ccc(Cl)cc1)Nc1ccc2[nH]c(=O)[nH]c2c1	18	-29	-16	-3	-6	7	-37	-2	1.3	3	/
Nc1cc(=O)n(Cc2ccccc2)c(=O)n1-c1ccc(Cl)cc1	7	-9	-7	7	13	-3	0	2	0.3	-1	0
O=C(CCNC(=O)c1ccc(Cl)cc1)Nc1nc2ccccc2[nH]1	-22	-13	-16	-6	34	-1	6	-17	0.4	6	/
O=C(NCc1ccco1)C(c1ccccc1)N(C(=O)Cc1cccs1)c1ccccc1 (centres undefined)	11	0	10	4	-9	11	0	11	-2.5	6	3
CC(C)(C)c1ccc(NC(=O)C(=O)C2C(=O)Nc3ccccc32)cc1 (centres undefined)	-63	-21	-10	-7	15	5	-7	-69	-1.9	-20	-1
Cc1ccc(N=Nc2ccc(C)cc2NC(=O)Nc2ccccc2F)cc1	-196	-14	21	-11	5	12	-50	-141	-0.7	7	-1
Cc1ccc(-n2nnc(-c3nccn3C)n2)cc1	-26	-126	-10	16	71*	-6	-40	-44	-3.3	4	1
Nc1nc(Nc2ccccc2Cl)cc(=O)[nH]1	-1	-37	6	0	-9	4	-4	-8	-0.3	-6	-2
COc1ccc(/C=N/Nc2nc(=O)[nH]nc2C)cc1[N+](=O)[O-]	-9	-35	3	-1	5	-6	5	-3	0.8	-19	1
O=C(CSc1ncn[nH]1)Nc1ccccc1Sc1ccc(Cl)cc1	15	-38	8	16	11	5	21	32	1.0	6	0
COC(=O)c1ccc(NC(=O)C(=O)N2CCN(C(=S)NCCc3ccccc3)CC2)cc1	22	28	13	-16	-14	2	-2	20	-2.2	-17	2
CCCOc1cccc(C2C(C(=O)c3ccco3)=C(O)C(=O)N2CCN(CC)CC)c1 (centres undefined)	1	-4	-7	-7	-6	-9	15	9	6.1	9	4
COc1ccccc1NC(=O)CON=C(N)CC(=O)NC1CCCCC1	9	-6	8	1	-27	7	8	4	0.8	1	3
O=C(O)CC(CC(=O)N1CCOCC1)c1ccccc1 (centres undefined)	6	-14	4	8	-5	7	-8	14	-0.3	3	-2
Cc1ccc([N+](=O)[O-])cc1S(=O)(=O)Nc1ccc(C(=O)N2CCN(C(=O)c3ccco3)CC2)cc1	13	5	-19	-3	-5	12	-22	-4	3.2	-2	1
CC1CN(C2CCCCC2)C(=S)NC1=O (centres undefined)	2	2	-11	-15	-10	8	-8	-1	-1.4	13	/
COc1cccc(-c2cnc3c(NC=O)cc(-c4cccc(C(=O)N(C)C)c4)cn23)c1	0	14	-26	/	-11	-8	-37	55*	-1.7	/	/
Cc1cccc(C(=S)N2CCOCC2)n1	7	-17	-5	1	5	-14	10	-10	1.3	-7	-2
CCc1ccc(NC(=O)C(=O)N/N=C(\C)CC(=O)NCCOC)cc1	-11	22	-35	-4	-6	16	1	-3	-0.1	-1	2
CCCCc1nc2cc(C(=O)NCc3cn(C)nc3C)ccc2o1	-43	5	40	6	25	-7	16	-35	-0.4	0	6
Cn1c(NNC(=O)c2ccccc2F)cc(=O)n(C)c1=O	18	-21	/	-1	-15	7	2	2	0.1	8	3
COc1ccc(S(=O)(=O)N2CCN(CC(=O)Nc3cccc(F)c3)CC2)cc1	3	-12	5	-1	7	2	3	-5	-4.5	3	3
COCCN1C(=O)c2ccccc2C(C(=O)NCCN(C)C)C1c1ccc(F)cc1 (centres undefined)	12	21	10	20	-2	2	-4	-11	3.8	6	3
Cc1ccc(Nc2n[nH]c(C)c2[N+](=O)[O-])cc1	-302	-72	-60	-24	-5	11	-11	-292	-0.5	-94	-3
CCOC(=O)c1[nH]ncc1CN1CCCC(C(=O)c2cc(Cl)ccc2OC)C1 (centres undefined)	20	-20	16	2	0	-11	13	1	1.3	0	2
Cc1ccc(-n2[nH]c(C)c(C=Nc3ccc4[nH]c(=O)[nH]c4c3)c2=O)cc1C	-54	-40	-4	-6	51*	8	-20	19	5.8	-15	-1
O=C(Nc1ccc(-c2nnc(-c3ccco3)o2)cc1)C(c1ccccc1)c1ccccc1	-5	1	5	2	-9	14	-10	-11	-0.5	-16	1
CCN(CC)c1cc(Cl)nc(N)n1	16	-16	-17	1	2	-7	12	20	0.6	/	-2
CCNC(=O)NC(=O)C(C)OC(=O)Cc1coc2cc3c(cc12)CCC3 (centres undefined)	18	-12	-6	5	0	5	-1	8	0.8	7	1
CC(C)(C)N(NC(=O)OCc1ccccc1)C(=O)c1ccccc1Cl	16	-5	-18	-15	-6	3	-9	14	-2.7	-1	1
CC(C)Cn1c(SCC#N)nc2ccccc2c1=O	13	-24	17	2	0	-5	13	35	5.9	9	1
COc1ccc(CC(=O)N2CCN(c3ccccc3F)CC2)cc1OC	10	4	15	2	-1	-1	9	11	0.1	-2	-2
Cc1ccc(NC(=O)C2CCN(C(=O)[C@@H]3Cc4ccccc4CN3)CC2)c(C)c1	-17	-19	-8	0	-1	8	-14	-19	-0.5	13	-1
O=C(O)c1[nH]c2ccc(Br)cc2c1CCN1C(=O)c2cccc([N+](=O)[O-])c2C1=O	11	-24	-9	-5	-10	6	2	9	0.4	2	-1
NS(=O)(=O)c1cccnc1Nc1c(Cl)cccc1Cl	32	6	-11	-1	-13	-4	9	4	-0.3	1	-2
Cc1ccc(S(=O)(=O)N/N=C\C=C\c2ccccc2)cc1	-34	13	3	-3	2	-9	3	10	-1.2	-16	-2
C#CCOCCOCCOCCNc1nc(N2CCN(C(=O)C([C@@H](C)CC)n3cc(C(N)Cc4ccc(O)cc4)nn3)CC2)nc(N2CCN(C(=O)[C@H](CCC(=O)O)n3cc(C(N)Cc4ccc(O)cc4)nn3)CC2)n1 (some centres undefined)	14	-26	0	-3	-5	2	-22	-11	0.9	6	2
CCCc1cc(=O)oc2cc(OCC(=O)N3CCOCC3)c(Cl)cc12	-2	-25	-9	-6	2	3	-10	9	-0.1	10	3
Cc1ccc(NC(=O)Nc2cnccn2)c(C)c1	-110	-41	-41	-11	10	-8	-13	-149	-0.4	-26	3

Some of the entries so far, with two lines to a compound.
Values run as follows: HIF-2a inh, NR2E3 ag-1, Shn3 3UTR inh, EBV LMP1 NFkB, C8 TRAIL sens, KKLEB tox, CF NFkB block, Peg3 prom inh, hiPSC survival, MITF TRPM1 inh, NR2E3 ag-2
> NS(=O)(=O)c1cccnc1Nc1c(Cl)cccc1Cl
    32, 6, -11, -1, -13, -4, 9, 4, -0.3, 1, -2
> Cc1ccc(S(=O)(=O)N/N=C\C=C\c2ccccc2)cc1
    -34, 13, 3, -3, 2, -9, 3, 10, -1.2, -16, -2

The list continues:
smiles	HIF-2a inh	NR2E3 ag-1	Shn3 3UTR inh	EBV LMP1 NFkB	C8 TRAIL sens	KKLEB tox	CF NFkB block	Peg3 prom inh	hiPSC survival	MITF TRPM1 inh	NR2E3 ag-2
CCN(CC)C(=O)C1CCCN(c2ccc([N+](=O)[O-])cc2/C=N/NC(=O)c2ccccc2)C1 (centres undefined)	18	-8	4	6	1	10	-20	14	-0.9	-5	-1
Cc1onc(-c2c(F)cccc2Cl)c1C(=O)NCc1ccc(S(N)(=O)=O)cc1	12	-5	5	-2	-6	-24	26	3	0.8	-9	0
Cc1ccnc(NS(=O)(=O)c2ccccc2)c1	10	-1	-13	0	-11	4	-12	11	-0.6	7	7
CC(=O)c1ccc(C(=O)N2CCc3c([nH]c4ccccc34)C2c2cccc(C)n2)s1 (centres undefined)	-20	-6	-6	-14	19	1	-9	-3	0.5	17	-3
O=C(CC1CCCC1)NCCc1cn2ccccc2n1	-6	-19	-15	-6	5	-20	13	5	0.0	/	-1
O=C(NCCCCCCNC(=O)OCCO)OCCO	12	-35	-8	-13	-1	4	-1	3	-0.3	-4	0
Cc1ccc(NC(=O)Cn2c(CCC(=O)O)ccc2-c2cccs2)cc1Cl	7	-22	3	4	-6	8	10	18	2.5	-13	2
CSC1=C(C#N)C(CC(C)C)C2=C(CCCC2=O)N1 (centres undefined)	15	-16	5	-7	-17	10	1	16	-1.5	9	2
COc1ccccc1N1CCN(CC(=O)Nc2ccccc2C(=O)NC(C)c2ccccc2)CC1 (centres undefined)	10	-21	3	2	-10	-21	-3	35	-0.5	21	3
CCOC(=O)C1=C(O)C(=O)N(c2ccc(S(N)(=O)=O)cc2)C1c1ccccc1 (centres undefined)	5	-15	-7	2	2	13	-18	4	1.3	18	2
CCOC(=O)c1c(NC(=O)COC(=O)c2ccccc2NC)sc(C(=O)N(C)C)c1C	-2	-23	25	1	28	-27	39	33	-0.2	15	1
Cc1ccc(SCC(=O)NC(C)c2ccccc2)cc1 (centres undefined)	-27	-2	-12	11	-11	0	8	-19	-0.8	0	4
CCO[C@H]1OC(C(=O)NC2CC2)=C[C@@H](c2c[nH]c3ccccc23)[C@@H]1CCCO	18	-21	-18	5	-12	5	-9	-3	-0.3	3	-2
CC(=O)Nc1ccc(NC(=S)NC(=O)c2ccc([N+](=O)[O-])cc2)cc1	4	18	10	7	-3	-2	-5	5	1.8	0	2
CNC(=S)NNC(=O)c1sccc1OCc1ccccc1	4	4	-17	-1	4	11	-11	-5	7.5	-7	0
